Screening data (PubChem)
14-3-3 PPI = 14-3-3 gamma protein interaction modulation; hit rate 0.19% among 160,000; P61981; FP, 14-3-3gamma / TMR-pS259-Raf peptide binding; inhibition, % at 40 µM; in the data active = inhibition above about 30%;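 also: 0% = protein plus tracer without compound and 100% = blank with tracer alone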
Target sequence (P61981 whole entry, looked up): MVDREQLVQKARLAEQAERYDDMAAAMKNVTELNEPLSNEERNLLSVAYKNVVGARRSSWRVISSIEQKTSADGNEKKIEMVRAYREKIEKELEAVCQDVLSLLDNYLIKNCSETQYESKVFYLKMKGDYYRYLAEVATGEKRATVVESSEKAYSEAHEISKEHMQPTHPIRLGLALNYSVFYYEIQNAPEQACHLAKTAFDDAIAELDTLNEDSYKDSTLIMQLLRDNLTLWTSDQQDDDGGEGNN
* hit, by the source's call; & = joins results of further samples. Not all compounds are listed, so the mix of outcomes need not match the whole.

SMILES	14-3-3 PPI
Cc1cc(NC(=O)CN2CCC(C)CC2)c2ccccc2n1	-10
CCOc1ccc(NC(=O)CC2CC(C)(C)OC2=O)cc1 (configuration not stated)	-3
Cc1oc(-c2ccccc2Cl)[n+]([O-])c1C	-7
Cc1nnc(NC(=O)CSc2nnc3scc(-c4ccc(C)c(C)c4)n23)s1	-2
CC(=O)Nc1nc(CC(C)C)cc2c1c(=O)oc1ccccc12	-8
Cc1ccccc1Cn1cc(SCC(=O)Nc2nc3ccccc3s2)c2ccccc21	-16
Cc1ccc(CN2CC(C(=O)O)CC2=O)cc1 (configuration not stated)	-6
O=C(CN1CCN(Cc2ccccc2)CC1)Nc1ccc(Cl)cn1	-8
CCOc1cc(-c2conc2N)cc(OCC)c1OCC	-9
COc1ccc(S(=O)(=O)N2CCOCC2)c(Cl)c1Cl	4
CCC(C)(C)NC(=O)C(c1ccc(F)cc1)N(Cc1ccco1)C(=O)c1snc(C(N)=O)c1N (configuration not stated)	-2
CC(C)c1ccc(OCC(=O)Nc2ncc(S(=O)(=O)c3ccc([N+](=O)[O-])cc3)s2)cc1	-2

Pulled one by one from above (two):
SMILES	14-3-3 PPI
Cc1oc(-c2ccccc2Cl)[n+]([O-])c1C	-7
O=C(CN1CCN(Cc2ccccc2)CC1)Nc1ccc(Cl)cn1	-8

Arranged by SMILES length (highest first): some entries from above.
SMILES	14-3-3 PPI
CC(C)c1ccc(OCC(=O)Nc2ncc(S(=O)(=O)c3ccc([N+](=O)[O-])cc3)s2)cc1	-2
Cc1nnc(NC(=O)CSc2nnc3scc(-c4ccc(C)c(C)c4)n23)s1	-2
CC(=O)Nc1nc(CC(C)C)cc2c1c(=O)oc1ccccc12	-8

More compounds:
SMILES	14-3-3 PPI
COC(=O)CNC(=O)Cn1cnc2sc(C)c(S(=O)(=O)N3CCC(C)CC3)c2c1=O	-13
COc1ccc(C2CC(c3cccc(Br)c3)Nc3nnnn32)c(OC)c1OC (configuration not stated)	-2
Cc1ccc(-n2cnc3cc(Nc4nnc(C)c5ccccc45)ccc32)cc1	-31
CCN(CC)CCCn1c(=S)[nH]c2ccc(N3CCOCC3)cc2c1=O	-1
Cc1ccc2nc(-c3cccnc3)c(Nc3ccccc3)n2c1	-7
COc1cccc(CNC(=O)CCS(=O)(=O)c2ccc3c(c2)CC(C)N3C(C)=O)c1 (configuration not stated)	0
CCN(CC)C(=O)CN(c1ccc(C)cc1)S(=O)(=O)c1ccc(OC)cc1	-1
c1cc(-c2nn[nH]n2)ccc1CN1CCCCC1	1
O=C1c2ccccc2C(Nc2cccnc2)N1Cc1ccccc1Cl (configuration not stated)	-10
COc1ccc(NC(=O)Cc2c(C(=O)O)[nH]c3ccc(Cl)cc23)c(OC)c1	4
C=Cc1ccc(-c2csc(Nc3ccccc3)n2)cc1	-12
O=C(CSc1nc2ccccc2n1CC(=O)N1CCCC1)NCc1ccc2c(c1)OCO2	-2
O=S(NC1CCCCC1)C12CC3CC(CC(C3)C1)C2 (configuration not stated)	3
CS(=O)(=O)N1CCN(C(=O)c2cc(-c3ccncc3)nc3ccc(Cl)cc23)CC1	-8
Cc1cccc(C(=O)NCN2CCN(c3ccccc3C#N)CC2)c1	6
COc1ccc(C(=O)n2c(=O)oc3ccccc32)cc1	-1
O=C(NCCOc1ccccc1)c1cc(-c2ccccc2)nc2ccc(I)cc12	-58
O=C(Nc1ccccc1)c1cc(S(=O)(=O)Nc2cccc([N+](=O)[O-])c2)ccc1Br	-10
COc1ccc(-c2noc(-c3cc(OC)c(OC)c(OC)c3)n2)cc1	-6
Cc1noc(C)c1S(=O)(=O)Nc1ccccc1Cl	-5
CC(=O)c1cccc(N2C(=O)c3ccc(C(=O)OCC(=O)c4ccccc4)cc3C2=O)c1	4
CCCc1cc(=O)[nH]c(SCC(=O)c2cc(C)n(CCOC)c2C)n1	-6
CCSc1nnc(NC(=O)NC(=O)c2ccc(C(F)(F)F)cc2)s1	0
CC(C)(C)C(=O)Cn1ccc(=N)c2ccccc21	-1
Cc1ccc(CCNC(=O)C2CCCN(C(=O)N(C)C)C2)cc1 (configuration not stated)	3
O=C(CSc1ncccn1)NCc1ccccc1Cl	-15
C=CCN(CC=C)C(=O)Cc1ccc(F)cc1	1
COC(=O)c1ccc(NC(=O)CN2CCCN(S(=O)(=O)c3ccc(OC)cc3)CC2)cc1	-8
COc1cccc(C(=O)OCn2nnc3ccccc3c2=O)c1	-7
CC(C)c1nnc(NC(=O)c2ccc(S(=O)(=O)N3CCCC3)cc2)s1	2
CCCC1CCC(C(=O)Nc2cc3ccccc3oc2=O)CC1 (configuration not stated)	5
Cc1ccc2cc3cc(C(=O)N4CCOCC4)sc3nc2c1	-6
COC(=O)c1cccc(S(=O)(=O)N2CCC(NC(=O)NC34CC5CC(CC(C5)C3)C4)CC2)c1	7
O=C(O)c1cc(=O)c2ccc(Cl)cc2[nH]1	-9
Cc1cc(N2CCCCC2)nc2ccc(NC(=O)c3ccc(Cl)c([N+](=O)[O-])c3)cc12	-8
CCOC(=O)Cc1csc(NC(=O)CCC2CCCCC2)n1	-7
C=C(C)CN(CC)C(=O)CSc1nc2ncc(Cl)cc2[nH]1	-7
Cc1nnc(NC(=O)C2CCN(c3cnccn3)CC2)s1	-6
Cc1cc(C)c2c3c(c(-c4ccccc4)n2n1)c(=O)n(C)c(=O)n3C	2
COc1cccc(-c2ccc(-c3noc(-c4ccccc4F)n3)c(OC)n2)c1	-12
Cc1ccc(C(=O)Nc2cccc(-c3nc4ncccc4o3)c2)cc1[N+](=O)[O-]	-43
Cc1ccc(S(=O)(=O)N2N=C(c3ccccc3)CC2c2ccc(Cl)cc2)cc1 (configuration not stated)	-313
CSc1cccc(NC(=O)c2cc3c(ccc4ccccc43)o2)c1	3
Oc1sc(-c2ccccc2)cc1C=Nc1ccccc1Cl	-16
COc1ccc2c(c1)CCc1c(C(=O)N3CC4(C)CC3CC(C)(C)C4)noc1-2 (configuration not stated)	-10&-3
Cc1ccc(-n2ncc3c(=O)[nH]c(SC(C)c4ccccc4)nc32)cc1 (configuration not stated)	-2
O=C(OCCN1C(=O)c2ccccc2C1=O)c1cc(S(=O)(=O)N2CCOCC2)ccc1Cl	-3
COc1ccc(C)cc1NC(=O)CCS(=O)(=O)c1cc(Br)cc2c1N(C(=O)C1CC1)CC2	-17
CCOC(=O)N1CCN(S(=O)(=O)c2ccc(Br)s2)CC1	6
CCOC(=O)C1CCN(C(=O)CSc2cc(=O)n(C)c3ccccc23)CC1	-5
O=C1CSC(c2cn(-c3ccccc3)nc2-c2ccc(Cl)cc2)N1Cc1cccnc1 (configuration not stated)	1
COc1ccc(NC(=O)c2cnn3c2NC(c2ccco2)CC3C(F)(F)F)cc1Cl (configuration not stated)	-229
O=S(=O)(Nc1ccccc1Br)c1ccc(Br)s1	-9
COc1ccc(C2SCCN2S(=O)(=O)c2ccc(I)cc2)cc1 (configuration not stated)	1
Cn1cc(C=Cc2nc3ccccc3c(=O)n2-c2ccc([N+](=O)[O-])cc2)c2ccccc21	1
Cc1ccc(-n2cc(-c3ccccc3)c3c(N4CCCC4)ncnc32)cc1	-1
COc1cc(C)c(C(C)C)cc1S(=O)(=O)N1CCN(C)CC1	-3
Cc1cc2c(cc1C)NC(CC(=O)Nc1ccc(N(C)C)cc1)C(=O)N2 (configuration not stated)	-2
COc1ccc(OC)c(C2=NOC(C(=O)Nc3cccc(C(C)=O)c3)C2)c1 (configuration not stated)	3
O=C(O)C1CCC(CNCc2cccnc2)CC1 (configuration not stated)	6&6

Carrying on:
SMILES	14-3-3 PPI
O=C1C2CC=CCC2C(=O)N1CC1CCCO1 (configuration not stated)	-3
Brc1cccc(C2=CC(c3cccs3)n3c(nc4ccccc43)N2)c1 (configuration not stated)	-154
CCN1C(=O)C(O)(CC(=O)c2ccc(-n3cccc3)cc2)c2ccccc21 (configuration not stated)	-8
FC(F)(F)Oc1ccc(Nc2nc3ccccc3o2)cc1	1
COC(=O)C1=C(C)NC2=C(C(=O)CCC2)C1c1coc2ccc(Cl)cc2c1=O (configuration not stated)	0
Cc1ccc(Cl)cc1NC(=O)C(Cc1ccccc1)N1C(=O)C2C3CCC(C3)C2C1=O (configuration not stated)	-2
c1ccc(CC2CNc3ccccc3CN2)cc1 (configuration not stated)	2
COc1cccc(C2C(C(=O)Nc3ccc(F)cc3)=C(C)NC3=C2C(=O)CC(C)(C)C3)c1OC (configuration not stated)	-2
CCC(C)NS(=O)(=O)c1cccs1 (configuration not stated)	-7
COc1ccccc1-n1c(CNC(=O)c2ccccc2)nnc1SCC(=O)Nc1nnc(C)s1	0
CCCC(=O)N(c1ccc2oc(C)c(C(=O)OC)c2c1)S(=O)(=O)c1cc(C)ccc1C	-17
O=C(NC1CCC(NC(=O)C(F)(F)C(F)F)CC1)C(F)(F)C(F)F (configuration not stated)	-2
Cc1cccc(C)c1NC(=O)CSCCO	-4
Cc1ccccc1OCC(=O)OCC(=O)c1ccc(Br)cc1	-10
O=C(C1CCN(S(=O)(=O)c2cccs2)CC1)N1CCCCCC1	-3&-7
COc1cc(NS(=O)(=O)c2ccc(NC(=O)CN3C(=O)c4ccccc4C3=O)cc2)ncn1	-5
CCCc1cc(=O)n2[nH]c(CCc3ccccc3)nc2n1	0
O=C(CCCCCn1c(=S)[nH]c2cc3c(cc2c1=O)OCO3)N1CC=C(c2ccccc2)CC1	-9
COc1ccc(S(=O)(=O)Nc2ccc(S(=O)(=O)Nc3ccc(C)c(C)c3)cc2)cc1OC	-6
COc1ccc(CCNS(=O)(=O)c2ccc(SC)cc2)cc1	-7
CCOc1ccccc1NC(=O)c1ccc(F)c(S(=O)(=O)N2CC(C)CC(C)C2)c1 (configuration not stated)	-7
O=c1[nH]c(=O)n(CCO)c2nnn(Cc3ccccc3)c12	-9
CCN(CC)C(=O)C1CCN(Cc2ccc(Br)cc2)CC1	0
Nc1c(C(=O)Nc2ccccc2C(=O)O)sc2nc3c(cc12)CCCCCC3	-20
COc1ccc(-n2c(N)c(C#N)c(C#N)c2-c2cccc([N+](=O)[O-])c2)cc1	7
Cc1ccc(C(=O)CSc2nc3sc(C)c(C)c3c(=O)[nH]2)cc1C	-4
CCOc1ccc2[nH]c(C)c(CN3CCCCC3)c(=O)c2c1	10&11
COc1cc(OC)c(C2C(C(=O)Nc3ccccc3)=C(C)Nc3ncnn32)cc1OC (configuration not stated)	-4&0
COc1ccccc1CN1CCN(C(=O)c2cc(OC)c(OC)c(OC)c2)CC1	-5
NC(=O)COc1ccccc1C(=O)NC12CC3CC(CC(C3)C1)C2	10
CCOC(=O)c1ccc2[nH]cc(C(C)=O)c(=O)c2c1	-13
CCc1ccc(CNC(=O)C2CC(=O)N(c3ccc(OC)cc3)C2)cc1 (configuration not stated)	-3
Cc1ccc(S(=O)(=O)N=C(N)Nc2nc(C)c3ccc(C)cc3n2)cc1	-2
CCOC(=O)c1c(NC(=O)CC(Cl)Cl)sc2c1CC(C)(C)OC2	-36
COc1ccc(NC(=O)Cn2nnc(C(N)=O)c2N)c(OC)c1	-6
CCOc1ccc(C(O)c2cnc(CC)n2C)cc1 (configuration not stated)	-1

Next section, starting with the last 4 of the part before.
SMILES	14-3-3 PPI
Cc1ccc(S(=O)(=O)N=C(N)Nc2nc(C)c3ccc(C)cc3n2)cc1	-2
CCOC(=O)c1c(NC(=O)CC(Cl)Cl)sc2c1CC(C)(C)OC2	-36
COc1ccc(NC(=O)Cn2nnc(C(N)=O)c2N)c(OC)c1	-6
CCOc1ccc(C(O)c2cnc(CC)n2C)cc1 (configuration not stated)	-1
CCOc1ccccc1N(C)C(=O)Cn1cnc2sc(C)c(S(=O)(=O)N3CCC(C)CC3)c2c1=O	3
CC1Cc2ccccc2N1C(=O)CSc1nnc2n1C(C)(C)Cc1ccccc1-2 (configuration not stated)	-7
COc1ccc(S(=O)(=O)CCc2nc3ccccc3s2)cc1	1
CC(=O)c1cccc(NC(=O)CSc2nnnn2-c2ccccc2)c1	-5
CC(C)CCNC(=O)c1cccc(-n2c(=S)[nH]c3cc(Cl)ccc3c2=O)c1	-10
CCN(CCCNC(=O)C1CCN(S(=O)(=O)c2c(C)[nH]c(=O)[nH]c2=O)CC1)c1cccc(C)c1	-13
CCCn1c2ccccc2c2nnc(SCC(=O)Nc3ncccn3)nc21	-10
O=C(O)CCC/C=C\C[C@@H]1[C@@H](/C=C/[C@H](O)C2Cc3ccccc3C2)[C@@H](F)C[C@@H]1O	-2
CCOC(=O)c1cc2c(ccc3oc4c(c32)CCCC4)oc1=O	-3
Cc1cc(NC(=O)CCOc2ccccc2)no1	-4
Cc1ccc(C)c(CN2C(=O)CSc3ccc(C(=O)NCc4cccs4)cc32)c1	-6
C/C(=N\O)C1(C)N(O)C(C)(C)C(c2ccc(Br)cc2)=[N+]1[O-] (configuration not stated)	2
Clc1cccc(N2N=C(c3ccccc3)CC2c2ccccc2)c1 (configuration not stated)	1
O=C1CCC(c2ccc(Cl)cc2)=NN1	-12
COc1cccc2ccc(=O)n(C)c12	-8
CC(C)C(c1nnnn1C1CCCC1)N1CCN(C(=O)c2ccco2)CC1 (configuration not stated)	-6
COc1ccc(O)c(C2NC(C)(C(=O)O)C3C(=O)N(c4cccc(Cl)c4)C(=O)C23)c1 (configuration not stated)	-11
O=C(Nc1nc(-c2ccccc2)c(-c2ccccc2)s1)c1ccc(S(=O)(=O)N2CCOCC2)cc1	-11
COc1cc(C2C3=C(CC(C)(C)CC3=O)Nc3[nH]c(=O)[nH]c(=O)c32)cc(Br)c1O (configuration not stated)	1
CCOc1cccc2cc(C(N)=O)c(=Nc3ccccc3C)oc12	-1
